# PPC-1+TRAIL kill = PPC-1 cancer cell killing with TRAIL present; cell killing (% activity), % at 4 µM; PPC-1 cells + TRAIL, ATPLite viability luminescence; AID 1443; 220,000 compounds, 0.41% hits;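 active = cell killing above 50% in the first pass at 4 µM, then a duplicate retest at 5 µM averaging 50% or more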;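 also: plate controls were cells with TRAIL plus DMSO for no effect and medium-only wells lacking cells for full effect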
# NPY1 pot ag = potentiates or activates human NPY-Y1 receptor; P25929; AID 1304; 220,000 compounds, 0.37% hits; NPY-Y1 expressing cells, potentiator/agonist activation; activation, % at 3.6 µM; in the data active = activation above about 33%, passing the limit was not always enough;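 also: cells stimulated with NPY at EC10 then isoproterenol at EC100; 0% = low agonist plus stimulus and 100% = saturating agonist plus stimulus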
# NPY Y1 blocker = blocks the human neuropeptide Y Y1 receptor | P25929 | AID 1040 | 200,000 compounds, 1% hits | HEK293-CNG Y1 cells, membrane potential fluorescence; NPY at EC95, then isoproterenol | inhibition, % at 3.6 µM;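 active = inhibition above the campaign mean inhibition of all tested compounds plus 3 SD, cut at about 20% in these data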;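 also: 0% = DMSO wells given NPY plus isoproterenol and 100% = isoproterenol alone without NPY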
#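 System: HEK293 cells with Y1 receptor plus CNG channel / Probe or stimulus: NPY 25 nM then isoproterenol 1 µM plus Ro 20-1724 25 µM / Compound: one concentration, 3.6 µM, in 0.4% DMSO / Schedule: compound incubation 1 h at room temperature, readout 45 min post-stimulation / Measured by: membrane potential fluorescence / Read-out: % inhibition of NPY effect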
# PGE2 EP2 inh = blocks the human prostaglandin E2 receptor EP2. P43116. C6 glioma cells expressing human EP2, cAMP TR-FRET; cells stimulated with saturating PGE2. inhibition, % at 25 µM. 260,000 compounds, 0.52% hits. AID 1422;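 active = percent inhibition above 40 after rounding to a whole number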;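 also: rat C6 glioma host cells with rolipram phosphodiesterase inhibitor present; the protocol text gives 20 µM as final concentration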
# Target sequence (P43116 whole entry, looked up): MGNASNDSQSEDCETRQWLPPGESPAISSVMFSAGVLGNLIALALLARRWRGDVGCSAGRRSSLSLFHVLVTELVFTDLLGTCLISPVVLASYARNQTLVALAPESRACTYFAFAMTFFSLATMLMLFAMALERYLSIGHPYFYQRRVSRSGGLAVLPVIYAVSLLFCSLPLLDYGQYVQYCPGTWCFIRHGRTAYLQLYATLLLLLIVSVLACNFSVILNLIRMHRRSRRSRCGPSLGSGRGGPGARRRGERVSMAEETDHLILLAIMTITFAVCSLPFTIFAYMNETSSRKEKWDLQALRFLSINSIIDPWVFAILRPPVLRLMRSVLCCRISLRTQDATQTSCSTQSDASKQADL
# EP2 modulator = modulates human prostaglandin E2 receptor EP2 signaling | P43116 | EP2-expressing cells, cAMP HTRF FRET, PGE2 co-stimulation | induction, % at 25 µM | 260,000 compounds, 0.83% hits | AID 940;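 active = compounds whose cAMP rise, as percent of the full-agonist control response, exceeds 60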;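 also: rat C6 glioma line stably carrying human EP2 under a CMV promoter; the protocol text gives 20 µM as final concentration; 100% = response of wells given 1 µM PGE2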
# TRPN1 ag = activates the zebrafish TRPN1 channel; HEK293 zebrafish TRPN1-YFP, Fluo-8 calcium fluorescence; 100% = response to 87 µM carbachol; activation, % at 3 µM; 220,000 compounds, 0.18% hits; AID 1424;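 active = activation above its plate's cutoff, the mean activation of test wells on that plate plus 3 SD, cut at about 19% in these data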;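 also: 0% = DMSO alone and 100% = 87 µM carbachol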
#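 Control set: carbachol 87 µM as high control, DMSO as low control; system: HEK293 stable line with zebrafish TRPN1-YFP; read-out: % activation versus carbachol response; detection: intracellular calcium fluorescence with Fluo-8; doses: single test compound dose, 3 µM nominal, 0.3% DMSO; schedule: dye 1 h 37 °C plus 30 min RT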
# 14-3-3 Bad PPI = disrupts binding of bovine 14-3-3 zeta to phospho-Bad peptide; P63103; TR-FRET 14-3-3zeta/Dy647-pBad peptide displacement, 1 h; inhibition, % at 21.7 µM; 220,000 compounds, 0.71% hits; AID 781;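 active = inhibition above about 70%, limit read from the data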;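 also: 0% = full 14-3-3 plus peptide FRET controls and 100% = background without 14-3-3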
# Target sequence (P63103 whole entry, looked up): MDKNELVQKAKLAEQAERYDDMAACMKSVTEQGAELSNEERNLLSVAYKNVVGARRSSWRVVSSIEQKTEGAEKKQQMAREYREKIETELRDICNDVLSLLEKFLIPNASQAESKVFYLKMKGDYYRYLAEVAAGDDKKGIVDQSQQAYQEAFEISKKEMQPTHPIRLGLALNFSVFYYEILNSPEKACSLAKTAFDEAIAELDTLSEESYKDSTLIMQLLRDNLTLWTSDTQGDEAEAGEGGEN
# CHOP inhibitor = CHOP inhibition in unfolded protein response | inhibition, % at 10 µM | AID 2732 | 220,000 compounds, 3.8% hits | CHO-K1 CHOP-promoter luciferase, tunicamycin-induced, 15-18 h;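 active = compounds that reduced the stress-induced luciferase reporter signal by more than about 70% of percent inhibition, limit read from the data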;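 also: 0% = tunicamycin plus vehicle and 100% = wells without tunicamycin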
# TRPML3 agonist = agonists of human TRPML3 channel. Q8TDD5. AID 1448. activation, % at 3 µM. 220,000 compounds, 0.29% hits. HEK293 TRPML3-YFP, Fluo-8 calcium fluorescence; 100% = the carbachol control signal;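 active = activation above its plate's cutoff, the mean activation of the plate's test wells plus 3 SD, cut at about 12% in these data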;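 also: 0% = DMSO only wells and 100% = carbachol wells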
#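 Test system: TRPML3-YFP stable HEK293 cells. Doses: single point at 3 µM. Incubation: dye loading 1 h 37 °C then 30 min ambient, 125 s read. Signal: Fluo-8 calcium dye fluorescence, ex 470-495, em 515-575 nm. Measure: percent activation from peak-to-basal fluorescence ratio, scaled between DMSO and carbachol.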
# An asterisk follows results filed as active; nt = no result given; & = joins results of further samples; [ ] = another dose, or the depositor's remark. A portion of the library; count on the stated rates, not on these rows.
# Assay codes: A = PPC-1+TRAIL kill; B = NPY1 pot ag; C = NPY Y1 blocker; D = PGE2 EP2 inh; E = EP2 modulator; F = TRPN1 ag; G = 14-3-3 Bad PPI; H = CHOP inhibitor; I = TRPML3 agonist
1. COc1cc(C)c(NC(=S)Nc2ccc(Cl)c(Cl)c2)cc1OC
  A: 21	B: -23	C: 7	D: 6	E: -9	F: -0.4	G: -9[fluorescence artefact?]	H: 12	I: 0.1
2. Cc1ccnc(SCCn2c(N3CCC(C)CC3)nc3c2c(=O)n(C)c(=O)n3C)n1
  A: nt	B: 8	C: -7	D: 6	E: nt	F: 0.4	G: nt	H: nt	I: 0.4
3. CN(C)c1cccc(C(=O)OCCNC(=O)c2cccc(S(=O)(=O)N3CCOCC3)c2)c1
  A: 21	B: 8	C: nt	D: 6	E: 10	F: 7.8	G: 5	H: 0	I: 2.5
4. CCCNC(=O)c1cc(SC)ccc1Cl
  A: 22	B: -2	C: -5	D: nt	E: -17	F: -0.3	G: 11	H: -3	I: 1.0
5. O=C(COc1cccnc1[N+](=O)[O-])Nc1ccc2c(c1)OC(F)(F)O2
  A: 19	B: 14	C: -2	D: 6	E: 4	F: 2.6	G: -9	H: -25	I: 0.7
6. Cc1ccc(C)c(NC(=O)CN(C)S(=O)(=O)c2ccc(F)cc2)c1
  A: 20	B: 12	C: -1	D: 4	E: -29	F: 0.0	G: -2	H: 26	I: -0.2
7. CC(NC(=O)c1sc2ccccc2c1Cl)C1CCCO1 (centres undefined)
  A: 22	B: -7	C: 3	D: 4	E: -16	F: -2.4	G: -7	H: 24	I: -0.1
8. O=C(NNC(=O)c1cc(OCC(F)(F)F)ccc1OCC(F)(F)F)c1ccc(Cl)c(Cl)c1
  A: 5	B: -50	C: 6	D: 9	E: 3	F: -1.0	G: -9	H: 82*	I: -0.2
9. CC(=O)N/C(=C/c1ccc(OC(F)F)cc1)C(=O)O
  A: 2	B: 6	C: 2	D: 8	E: 9	F: 0.5	G: -2[fluorescence artefact?]	H: 1	I: 1.1
10. CCOC(=O)c1ccc(NC(=O)C(=O)NCC2CCCO2)cc1 (centres undefined)
  A: 8	B: -1	C: 20	D: 14	E: -7	F: -1.4	G: 1	H: 34	I: 1.3
11. O=c1c2ccccc2nnn1CSc1nnc(Nc2ccccc2)s1
  A: -3	B: 1	C: 0	D: 13	E: -36	F: 3.2	G: 3	H: -2	I: 0.2
12. CCC(=O)Nc1nc(C)c(-c2csc(Nc3ccccn3)n2)s1
  A: 8	B: 4	C: 1	D: 10	E: -18	F: -2.5	G: -5	H: 50	I: -0.3
13. CCNC(=O)CN(c1ccc(C)cc1)S(=O)(=O)c1ccccc1
  A: -11	B: 25	C: -3	D: 10	E: 7	F: 0.6	G: -3	H: -6	I: -0.1
14. O=c1[nH]c2cc(NCCO)c([N+](=O)[O-])cc2[nH]1
  A: 8	B: 2	C: 5	D: 11	E: 30	F: -1.1	G: -16	H: -5	I: 0.6
15. O=C(NC1=NCCS1)c1cc(-c2cccs2)nc2ccccc12
  A: 4	B: 29	C: nt	D: 6	E: -11	F: 3.4	G: -1	H: 27	I: 0.4
16. NS(=O)(=O)c1ccc(CNC(=O)/C=C/c2c(F)cccc2Cl)cc1
  A: 18	B: -2	C: 2	D: 4	E: -37	F: -0.3	G: -21	H: -3	I: 1.5
17. CCC(Sc1nncn1C)C(=O)Nc1nnc(-c2ccc(Cl)cc2)s1 (centres undefined)
  A: 15	B: 27	C: 0	D: 9	E: -18	F: 0.4	G: 15	H: 12	I: 0.7
18. CCC(/C=N/NC(=O)C1COc2ccccc2O1)CC (centres undefined)
  A: 20	B: -22	C: 0	D: 7	E: -4	F: 0.4	G: 0	H: -19	I: -0.1
19. O=C(O)c1cnn2c(C(F)(F)F)cc(-c3ccccc3)nc12
  A: 1	B: -2	C: 3	D: 10	E: -10	F: -0.5	G: 11	H: -11	I: -0.6
20. COc1ccc(C2C3=C(CC(C)(C)CC3=O)Nc3c2c(=O)[nH]c(=O)n3Cc2ccccc2)cc1OC (centres undefined)
  A: -23	B: -20	C: -2	D: 9	E: 8	F: -0.3	G: 7	H: -2	I: 0.5
21. O=C(COC(=O)c1cc(S(=O)(=O)N2CCOCC2)c(Cl)cc1Cl)Nc1ncc(C(F)(F)F)cc1Cl
  A: -12	B: -19	C: 9	D: 9	E: 27	F: 0.2	G: 4	H: 5	I: 0.8
22. O=C(COC(=O)CCN1C(=O)/C(=C\C=C\c2ccccc2)SC1=S)Nc1ccc(Br)cc1
  A: 25	B: 13	C: -3	D: 7	E: 21	F: 0.1	G: 4	H: 72*	I: 1.2
23. Cn1c(=O)c2c(nc(-n3ccnc3)n2Cc2ccc(Cl)cc2Cl)n(C)c1=O
  A: 9	B: 0	C: 5	D: 7	E: 37	F: 0.2	G: 0	H: 34	I: -0.6
24. CCCCn1nc(CC(=O)O)c2ccccc2c1=O
  A: -8	B: 1	C: 4	D: 4	E: 12	F: 1.0	G: -4	H: 4	I: 0.7
25. COc1nc(C#N)c(N2CCOCC2)o1
  A: 28	B: -6	C: 5	D: 3	E: 3	F: 2.0	G: -10	H: -13	I: 1.7
26. CCCCCCOc1ccc(OCC(O)CN2C(=O)NC(C)(C)C2=O)cc1 (centres undefined)
  A: 1	B: 10	C: -6	D: 6	E: -19	F: 0.6	G: 5[fluorescence artefact?]	H: 8	I: -0.5
27. Cn1c(SCCC(=O)O)nnc1-c1ccncc1
  A: -2	B: 9	C: 2	D: 11&14	E: 1&3	F: 0.7	G: 1	H: -13	I: 0.9
28. COc1cc(/C=C2\SC(=S)N(NC(=O)c3ccncc3)C2=O)ccc1O
  A: 25	B: 1	C: nt	D: 6	E: -8	F: 13	G: 0	H: -2	I: 7.0
29. CC1CCCCC12NC(=O)N(Cn1nnc3ccccc3c1=O)C2=O (centres undefined)
  A: 10	B: 3	C: 2	D: 7	E: 9	F: 1.8	G: -4	H: 7	I: 0.9
30. Cc1cc(C)cc(Nc2nc3c([nH]2)c(=O)n(C)c(=O)n3C)c1
  A: 10	B: 6	C: -7	D: 4	E: -7	F: -3.1	G: -9	H: 20	I: -1.6
31. CN(C(=O)c1ccncc1)C1CC(C)(C)N(O)C(C)(C)C1
  A: 15	B: -4	C: -3	D: 14	E: -11	F: 2.0	G: -2	H: -7	I: 0.1
32. CSCC[C@H](NC(=O)COc1ccc(Cl)cc1Cl)c1nc2ccccc2[nH]1
  A: -7	B: 7	C: -3	D: 0	E: -10	F: -0.8	G: -4[fluorescence artefact?]	H: 63	I: -1.0
33. O=S(=O)(c1ccc(Br)cc1)N1CCOC12CCCCC2
  A: 9	B: -16	C: 4	D: 6	E: 32	F: -2.9	G: -5	H: 55	I: 0.2
34. O=C(NCc1ccco1)c1nn2cccnc2c1Cl
  A: -25	B: 12	C: 1	D: 6	E: -9	F: 2.1	G: 5	H: 0	I: -0.1
35. COc1cc(/C=N/NC(=O)CN(Cc2ccccc2)S(=O)(=O)c2ccc3c(c2)OCCO3)ccc1O
  A: 0	B: 10	C: -3	D: 18	E: -77	F: -1.8	G: -18	H: 21	I: -0.2
36. CC(NC(N)=O)C(=O)NCC(=O)OCc1ccccc1 (centres undefined)
  A: 2	B: 14	C: 12	D: 8	E: 11	F: -1.1	G: -3	H: 2	I: -0.1
37. CN(C(=O)COC(=O)c1ccc(S(=O)(=O)N2CCCC2)cc1)c1ccccc1
  A: 18	B: 5	C: 0	D: 8	E: 6	F: -0.4	G: -11	H: -11	I: 0.5
38. Cc1ccc(C2=NOC(=O)/C2=C\C=C\c2ccccc2)cc1
  A: 16	B: -5	C: 4	D: 98*	E: -38	F: 1.1	G: -5	H: 90*	I: 1.1
39. COc1ccc(C(=O)OCC(=O)Nc2ccc(F)c(F)c2)cc1OC
  A: 14	B: 1	C: 5	D: 21	E: -8	F: -0.1	G: -7[fluorescence artefact?]	H: 23	I: 1.1
40. COc1ccc(C(C)C)cc1S(=O)(=O)N1CC(C)OC(C)C1 (centres undefined)
  A: -3	B: 5	C: 9	D: 6	E: 15	F: -1.5	G: 0	H: 16	I: 0.3
41. O=C(O)c1ccc2c(c1Sc1ccccc1)C(=O)c1ccccc1C2=O
  A: 26	B: -13	C: nt	D: 11	E: -1	F: 2.3	G: 6	H: 9	I: 0.5
42. Cn1c(C(=O)O)c(CC(=O)N2CCC(Cc3ccccc3)CC2)c2ccccc21
  A: -9	B: -23	C: 7	D: 9	E: 34	F: -1.3	G: -1	H: -13	I: 0.9
43. Cc1occc1C(=O)Nc1nn[nH]n1
  A: 6	B: -30	C: 0	D: 13	E: 24	F: 0.3	G: 22	H: 35	I: 1.0
44. NC(=O)c1cccc(S(=O)(=O)N2CC(c3ccccc3)CC2=O)c1 (centres undefined)
  A: 13	B: -3	C: -4	D: 6	E: -11	F: 1.8	G: 3	H: 22	I: 1.0
45. CC(C)Nc1nc2cccnc2s1
  A: 10	B: -3	C: nt	D: 5	E: 14	F: 0.1	G: 1	H: -12	I: 0.8
